Screening results (PubChem BioAssay)
Phagocyt inh: inhibitors of macrophage phagocytosis, primary screen, imaging, J774A.1 cells, IgG beads. J774A.1 macrophage IgG-bead phagocytosis. inhibition, % at 5 µM. 110,000 tested, 0.07% active. AID 1029, 2008;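 active means inhibition above the mean of the plate negative controls plus 5 SD, cut at about 13% in these data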;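 further: phagocytic index as fraction of beads internalized from green versus red external bead signal; plate controls were DMSO negative control for no effect and cytochalasin-D positive control for full effect; some results beyond the cut were filed as inactive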
NPY-Y2 antag: NPY-Y2 receptor antagonists, primary screen, cell-based. NPY-Y2 expressing cells, antagonist mode. inhibition, % at 2.7 µM. Neuropeptide Y receptor type 2 (Homo sapiens), P49146. 140,000 tested, 0.99% active; in the data active means inhibition above about 17%;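 further: 0% = vehicle with agonist challenge and 100% = reference antagonist with challenge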
Target sequence (P49146 whole entry, looked up): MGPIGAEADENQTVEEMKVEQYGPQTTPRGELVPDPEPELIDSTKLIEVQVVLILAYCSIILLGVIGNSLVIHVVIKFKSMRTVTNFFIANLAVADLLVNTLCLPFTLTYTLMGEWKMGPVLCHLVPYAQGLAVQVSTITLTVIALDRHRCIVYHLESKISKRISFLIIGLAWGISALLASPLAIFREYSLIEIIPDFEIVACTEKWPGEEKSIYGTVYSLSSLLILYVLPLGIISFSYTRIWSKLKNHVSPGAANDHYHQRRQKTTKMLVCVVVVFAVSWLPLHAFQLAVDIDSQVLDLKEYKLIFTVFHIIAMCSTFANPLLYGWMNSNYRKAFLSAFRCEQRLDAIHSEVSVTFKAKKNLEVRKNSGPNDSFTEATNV
HCT116 bCat-KO: primary screen for growth suppressors in beta-catenin knockout HCT116 cells (colon tumor, human); viability, % at 10 µM; HCT116 beta-catenin knockout viability, CellTiter-Glo, 60 h; stronger effect = lower value; 140,000 tested, 1.5% active;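 active means viability at or under a set limit, the compound median less 4 SD, cut at about 6% in these data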;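 further: 0% = Hyamine 1622 control at 20 µM and 100% = untreated cell control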
Yeast growth inh: growth inhibitors of yeast BB579 in restrictive medium, primary screen, yeast lifespan-shortening project, S. cerevisiae. OD615, 48 h. inhibition, % at 10 µM. 140,000 tested, 0.51% active;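 active means inhibition above a set limit, 3 SD over the mean compound inhibition, cut at about 44% in these data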; further: inactives centre near -24
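Detection: OD615 turbidity measurement; Material: Saccharomyces cerevisiae DeaD strain BB579, replicative lifespan model yeast; Timing: 48 h exposure, 30 °C; Doses: single 10 µM dose; Medium: CSMM-D restrictive synthetic medium containing dextrose (glucose); Controls: amphotericin B at 10 µg/mL as positive control.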
Measles CPE: compounds protecting cells from measles virus cytopathic effect, primary screen, measles RdRp inhibitor project, single point, MLSMR library, absorbance; Measles virus-infected cells, CPE protection; protection (pct of control), % at 4 µM; 140,000 tested, 1.5% active; AID 841, 2007; in the data active means protection mostly above about 24%, no sharp cut-off; inactive means mostly below about 26%; further: some compounds called inactive have numbers as strong as hits
Yeast life ext: compounds extending yeast replicative lifespan, primary screen, S. cerevisiae, OD615. inhibition of the nicotinamide effect, % at 10 µM. 130,000 tested, 0.68% active. S. cerevisiae growth with nicotinamide; deaD strain in restrictive glucose medium;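 active means inhibition above a set limit, placed 3 SD over the median of all compounds, cut at about 26% in these data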;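 further: 0% = nicotinamide-treated wells and 100% = cells grown without nicotinamide; some compounds called inactive have numbers as strong as hits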
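Buffer or medium: CSMM-D glucose medium, restrictive; test system: modified budding yeast, DeaD strain; compound: single dose 10 µM compound, 0.25% DMSO; schedule: culture preincubation 4 h, compound exposure 48 h, both 30 °C; detection: optical density (absorbance) at 615 nm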
PTEN del growth: growth suppression of PTEN-null HCT116, primary screen, cell-based, CellTiter-Glo; HCT116 PTEN-null viability, 60 h; stronger effect = lower value; viability, % at 10 µM; 140,000 tested, 1.2% active; AID 827, 2007;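 active means viability at or below a set limit, 4 SD under the median of all tested compounds, cut at about 3.7% in these data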;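 further: PTEN knockout HCT116 line with beta catenin targeted HCT116 as companion control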
GALR2 antag: GALR2 antagonists in receptor-expressing cells, primary screen. antagonist mode. 140,000 tested, 0.39% active. Galanin receptor type 2 (Homo sapiens), O43603. inhibition, % at 4 µM. AID 828, 2007; in the data active means inhibition above about 27%;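 further: cells stimulated with galanin 1-16 at roughly its EC80; 0% = agonist challenge control and 100% = basal control without agonist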
Target sequence (O43603 whole entry, looked up): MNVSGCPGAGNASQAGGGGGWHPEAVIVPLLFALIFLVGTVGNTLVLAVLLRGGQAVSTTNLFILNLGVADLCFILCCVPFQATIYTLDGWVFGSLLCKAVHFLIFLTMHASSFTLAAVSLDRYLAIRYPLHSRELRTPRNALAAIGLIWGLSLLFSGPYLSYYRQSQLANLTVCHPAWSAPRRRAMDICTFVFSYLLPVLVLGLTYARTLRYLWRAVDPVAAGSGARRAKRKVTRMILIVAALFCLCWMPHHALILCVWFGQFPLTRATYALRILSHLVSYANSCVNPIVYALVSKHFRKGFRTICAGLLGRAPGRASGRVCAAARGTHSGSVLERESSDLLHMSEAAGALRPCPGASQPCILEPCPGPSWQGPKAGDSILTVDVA
MRP-1 activ: H69AR viability gain despite doxorubicin, primary screen, MRP-1 activator project, H69AR cells, CellTiter-Glo. viability rescue. viability increase, % at 10 µM. 140,000 tested, 0.61% active. AID 799, 2007;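 active means viability gain under doxorubicin at or above a set limit, the compound median plus 3 SD, cut at about 4.7% in these data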;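 further: MRP-1 overexpressing cells given doxorubicin 25 µM after compound pretreatment; 18-22 h compound pretreatment then 72 h with doxorubicin before readout; 0% = doxorubicin-only wells and 100% = vehicle-treated cells without doxorubicin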
E-sel TNF inh: E-selectin induction blockers in HUVEC – imaging, immunofluorescence, high content, primary screen; HUVEC TNFa-induced E-selectin immunofluorescence; inhibition, % at 2 µM; 120,000 tested, 0.71% active;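 active means inhibition above the batch mean plus 3 SD, and confirmed as a hit on visual image review, cut at about 43% in these data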;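 further: 0% = TNF-stimulated DMSO wells and 100% = unstimulated control wells; not every result past the cut was called active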
* marks the source's active call; other numbers are inactive results; nt = not tested or not shown.

SMILES | Phagocyt inh | NPY-Y2 antag | HCT116 bCat-KO | Yeast growth inh | Measles CPE | Yeast life ext | PTEN del growth | GALR2 antag | MRP-1 activ | E-sel TNF inh
CCCn1c(SCC(=O)N2CCN(c3ccccc3)CC2)nc2ccccc2c1=O | nt | 19* | 82 | -22 | 3 | -13 | 95 | -9 | -0.8 | -2
COc1ccc(Cc2nc3ccc(S(N)(=O)=O)cc3[nH]2)cc1OC | 0 | 2 | 94 | -25 | 5 | -13 | 90 | 0 | -0.3 | -18
Cc1c(C)c2ccc(OCc3ccc(C(=O)O)o3)c(C)c2oc1=O | -1 | 3 | 98 | -41 | 27 | -13 | 106 | -8 | 0.5 | -4
CCN1C(=O)N/C(=C/c2cc(C)n(Cc3ccccc3)c2C)C1=O | -5 | 0 | 72 | -53 | 19 | 1 | 67 | -2 | -1.2 | nt
Cn1c(=O)[nH]c(=O)c2c1nc(NCc1ccccc1)n2CCCc1ccccc1 | 0 | -1 | 92 | -32 | 4 | 7 | 92 | -1 | -1.5 | 8
Cc1ccc(NS(=O)(=O)c2cc(C(=O)Nc3cccc(N(C)S(C)(=O)=O)c3)ccc2C)c(C)c1 | -3 | -1 | 83 | -35 | 6 | 5 | 77 | 4 | 0.1 | -21
N#CC1=C(N)Oc2n[nH]c(-c3cccs3)c2C1c1ccsc1 (stereo not given) | 3 | 6 | 99 | -62 | 6 | 40 | 101 | -7 | -0.6 | 20
O=c1cc(Cc2ccccc2)[nH]c(=S)[nH]1 | -3 | 1 | 95 | -51 | 7 | 5 | 97 | 5 | 0.2 | 5
CCC(=O)NC1(C(F)(F)F)C(=O)Nc2c1c(=O)[nH]c(=O)n2Cc1ccco1 (stereo not given) | 1 | 2 | 93 | -5 | 14 | -9 | 117 | 8 | -1.1 | 12
O=C(C1CCN(S(=O)(=O)N2CCCC2)CC1)N1CCCCC1 | nt | 1 | 102 | -38 | 9 | -8 | 110 | 1 | -0.9 | 7
CC(C)=C1C2CCC1C1C(=O)N(CCc3ccccc3)C(=O)C21 (stereo not given) | -3 | 1 | 97 | -18 | 28 | 5 | 91 | -3 | -1.0 | -14
N#Cc1cccc(C(c2nnnn2C2CCCC2)N2CCCCCC2)c1 (stereo not given) | nt | 6 | 88 | -2 | 0 | -7 | 90 | -10 | -2.0 | -8
CCC(C)N(C(=O)Cn1nnc2ccccc21)C(C(=O)Nc1ccc(F)cc1)c1cccc(OC)c1 (stereo not given) | nt | 18* | 70 | -31 | 12 | -6 | 71 | -8 | 0.8 | -4
CC(C)(C)NC(=O)Cn1c(SCC(=O)NCc2cccs2)nc2ccccc21 | -1 | 1 | 109 | -43 | 8 | -3 | 105 | 5 | -0.3 | -39
COc1cc(NC(=O)CN2c3cccc4cccc(c34)S2(=O)=O)cc(OC)c1OC | 1 | -3 | 78 | -22 | 0 | -4 | 75 | 11 | 1.5 | 18
O=C(/C=C1\NC2(CCCC2)Cc2ccccc21)C(=O)N/N=C/c1ccc(O)c(O)c1 | -3 | 7 | 22 | -11 | 2 | -4 | 25 | -12 | -3.9 | 5
COc1cc(C(=O)OCCN2CCCCC2)ccc1O | 1 | 1 | 75 | 13 | 4 | -22 | 83 | 8 | -3.1 | nt
CCn1c(COc2ccc3c(c2)OCO3)nnc1SCC(=O)O | nt | 1 | 93 | 5 | 29 | nt | 98 | 3 | -0.3 | 0
CCOc1ccc2nc(NC(=O)CSc3nnnn3C3CCCCC3)sc2c1 | -1 | 5 | 88 | -46 | 28 | -1 | 81 | -5 | -1.4 | 8
Cc1cc(C)c(S(=O)(=O)N2CCC(C(N)=O)CC2)cc1C | 1 | 4 | 98 | -47 | 8 | -2 | 104 | -23 | -0.3 | 15
Nn1c(Cc2cccc3ccccc23)nnc1SCc1c(Cl)cccc1Cl | -9 | 20* | 83 | -25 | 24 | -3 | 78 | 5 | 2.7 | nt
CCOC(=O)N1CCN(Cc2ccccc2F)CC1 | 5 | 0 | 100 | -33 | 1 | -11 | 113 | 7 | 0.7 | 16
CCCC(=O)Nc1ccccc1N1CCN(C(=O)C(C)C)CC1 | 1 | -1 | 81 | -47 | 6 | -3 | 91 | -5 | -2.6 | -12
COc1ccc(OCCCC(=O)Nc2cccc(SC)c2)cc1 | -8 | 2 | 100 | 5 | 17 | -7 | 88 | -1 | 0.0 | -18
O=C(NC(=S)Nc1ncccn1)c1ccccc1Cl | -5 | 1 | 97 | 0 | 15 | 0 | 94 | -4 | 0.9 | nt

Later entries.
SMILES | Phagocyt inh | NPY-Y2 antag | HCT116 bCat-KO | Yeast growth inh | Measles CPE | Yeast life ext | PTEN del growth | GALR2 antag | MRP-1 activ | E-sel TNF inh
CCN(CC)c1ccc(NC(=O)COc2ccccc2C#N)cc1S(=O)(=O)Nc1ccccc1OC | 7 | 2 | 89 | -39 | 21 | 1 | 91 | 1 | -3.4 | -2
CC(=O)Nc1ccc(NC(=O)CNS(=O)(=O)c2ccc(C)cc2)cc1 | 0 | 3 | 92 | -18 | 23 | -1 | 89 | -1 | -0.3 | 5
COc1ccc([C@H]2[C@H](C(=O)C(C)(C)C)N3N=Cc4ccccc4C3[C@]23N=C(c2ccccc2)OC3=O)cc1OC (stereo not given in full) | 2 | 8 | 69 | -39 | 14 | -14 | 75 | -10 | -3.2 | -9
C[n+]1ccc(C(=O)N/N=C/c2ccco2)cc1 | -6 | 2 | 82 | 1 | 60* | 2 | 99 | -4 | -0.3 | nt
COCCNC(=O)C(c1ccc(C)o1)N(Cc1ccc(F)cc1)C(=O)Cn1nnc2ccccc21 (stereo not given) | nt | 2 | 91 | -17 | 8 | -8 | 94 | 8 | -1.5 | 20
CC(Cc1cccs1)NC(=O)c1cccc(Cl)c1 (stereo not given) | 3 | 1 | 94 | -26 | 4 | -6 | 91 | 3 | -1.9 | -14
O=C(COC(=O)C1(c2cccc(F)c2)CCCC1)NCc1ccc2c(c1)OCO2 | nt | 4 | 84 | -36 | 10 | 3 | 77 | 6 | -2.8 | nt
O=C(c1nc2ccccc2s1)N1CCN(c2ccccn2)CC1 | 1 | 13 | 62 | -12 | 2 | -21 | 64 | 1 | -1.3 | -30
O=C(Oc1ccc(OC(=O)N2CCCCC2)cc1)c1ccccc1 | 0 | 2 | 94 | -58 | 15 | -10 | 89 | -11 | 2.7 | -27
CCN(CC)c1ccc(/C=C(/C#N)c2nc3ccccc3[nH]2)c(OC(C)C)c1 | nt | 2 | 35 | -23 | 7 | 0 | 25 | 21 | -3.0 | nt
Cc1ccc(-c2cc(-c3nnc(SCC(=O)N(C)CCC#N)n3N)c3ccccc3n2)cc1 | -1 | 0 | 83 | -13 | 12 | -19 | 86 | 4 | -2.5 | 34
N#CCCn1cc(/C=N/O)c(-c2ccc(Cl)cc2)n1 | nt | -2 | 86 | -25 | 1 | -2 | 89 | 5 | -1.3 | -18
COC(=O)c1oc2c(c1C)C1(CCC2)SCCS1 | -1 | 3 | 88 | -55 | 8 | 7 | 92 | 4 | -0.7 | 0
Cc1ccc2cc(C(c3nnnn3Cc3ccccc3)N3CCc4ccccc43)c(=O)[nH]c2c1C (stereo not given) | -2 | 5 | 90 | -88 | 6 | -1 | 99 | 22 | -1.3 | 12
CCn1c(=N)n(CC(=O)C(C)(C)C)c2ccccc21 | 2 | 5 | 84 | -36 | 17 | -7 | 74 | 0 | -1.0 | -9
Cc1c(C(=O)Nc2ccc(F)cc2)oc2ccc(S(=O)(=O)N3CCCC3)cc12 | nt | 1 | 98 | -27 | 7 | 0 | 98 | 2 | -1.8 | 7
CN1/C(=C\C(=O)c2cccs2)Sc2ccccc21 | -2 | 2 | 66 | -24 | 20 | -18 | 64 | 13 | -4.6 | nt
COc1cc(/C=N/NC(=O)CCc2c(C)n[nH]c2C)ccc1O | 0 | 1 | 102 | -18 | 3 | -2 | 100 | -7 | -0.1 | 17
Cn1cnc2c1c(=O)n(CC(O)CO)c(=O)n2C (stereo not given) | -1 | 0 | 80 | -17 | 19 | -4 | 99 | -8 | -1.1 | -3
O=C(c1cc([N+](=O)[O-])ccc1Cl)N1CCN(c2ccccc2)CC1 | -9 | 2 | 85 | -4 | 9 | 0 | 86 | 1 | -2.9 | nt
O=C(Cn1c(=O)n(Cc2ccc3c(c2)OCO3)c(=O)c2ccccc21)N1CCCc2ccccc21 | nt | 3 | 74 | -74 | 3 | 5 | 83 | -4 | 2.1 | 6
CCCC(=O)Nc1ccc(C(=O)N/N=C2\CC(=O)CC(C)(C)C2)cc1 | 0 | 2 | 86 | 1 | 2 | -13 | 93 | -1 | -1.8 | -1
CC(/C=C/c1ccccc1)NC(N)=O (stereo not given) | 0 | 2 | 90 | -42 | 2 | -10 | 108 | 1 | 0.0 | nt
CCC(=O)NCCn1ccc2ccccc21 | 0 | 2 | 101 | -12 | 4 | -9 | 103 | 2 | -2.9 | nt
CC1(C)CC(=O)/C(=C(\O)c2ccccc2)C(=NCCO)C1 | -2 | 2 | 93 | -32 | 31 | 10 | 88 | -2 | -2.4 | 7

More results:
SMILES | Phagocyt inh | NPY-Y2 antag | HCT116 bCat-KO | Yeast growth inh | Measles CPE | Yeast life ext | PTEN del growth | GALR2 antag | MRP-1 activ | E-sel TNF inh
Cc1ccc(S(=O)(=O)c2c(C)cc(C)nc2Cl)c(C)c1 | 0 | 3 | 82 | -10 | 15 | -14 | 75 | 8 | -1.6 | 2
CCCn1c(CCc2ccccc2)nnc1SCC(=O)N1CCOCC1 | 0 | -2 | 90 | -42 | 11 | 0 | 101 | -1 | -0.2 | 4
Cc1cc(C)n2c(SCC#N)nnc2n1 | 0 | 2 | 102 | -27 | 9 | -7 | 96 | 15 | -1.1 | -8
Cc1ccc(NC(=O)c2nccnc2C(=O)O)cc1C | -1 | -1 | 90 | 20 | 1 | -8 | 107 | -9 | -1.9 | -8
CCOC(=O)c1[nH]c2ccccc2c1NC(=O)C(C)(C)C | 0 | -1 | 93 | 16 | 14 | 0 | 83 | -2 | -2.5 | nt
CN(CCO)C(=O)CCC(=O)Nc1ccc(S(N)(=O)=O)cc1 | 1 | 2 | 90 | 6 | 4 | -13 | 101 | -7 | -2.7 | nt
O=C(c1ccccc1F)N1CCN(c2ccccc2)CC1 | -1 | 4 | 99 | -31 | 5 | -25 | 103 | -5 | -1.5 | -15
CCN(CC)S(=O)(=O)c1ccc(Cl)c(NC(=O)COC(=O)c2c(C)noc2C)c1 | -2 | 5 | 70 | -19 | 2 | 3 | 52 | -7 | -2.4 | nt
NC(=NCCc1ccccc1)NS(=O)(=O)c1ccccc1 | 0 | 2 | 96 | -48 | 6 | -1 | 97 | 5 | -0.6 | 4
CCC(=O)c1ccc(OCC(O)CN2CCOCC2)cc1 (stereo not given) | -2 | 2 | 101 | -12 | 6 | -7 | 100 | 6 | 0.1 | 1
